Assay outcomes deposited in PubChem by several laboratories.
PRMT1 FP inh – blocks human protein arginine methyltransferase 1. Q99873. recombinant PRMT1, activity-based probe fluorescence polarization. inhibition, % at 2.79 µM. 370,000 tested, 1.3% active;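 active means inhibition above about 21% made by adding two undisclosed values, limit read from the data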
TDP2 inh – TDP2 (human) inhibition, absorbance primary screen | recombinant TDP2, T5PNP hydrolysis, p-nitrophenol absorbance 415 nm | 370,000 tested, 0.34% active | inhibition, % at 12.8 µM;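 active means inhibition above the mean of all tested compounds plus 3 SD, set per campaign, cut at about 25% in these data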;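 further: 0% = DMSO with enzyme and 100% = buffer with substrate but no TDP2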
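Test system: human TDP2 enzyme; Input: 120 nM TDP2 per well; Buffer or medium: Mg2+-containing Tris-HCl buffer, pH 7.5; Reagent: 5 mM T5PNP; Dosing: 12.8 µM single point, 1% DMSO; Incubation: reaction 2 h, 37 °C; Detection: p-Nitrophenol epi absorbance; Read-out: % inhibition relative to enzyme-containing and enzyme-free wells; Replicates: single well per compound.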
SIAE primary – blocks human sialic acid acetylesterase; SIAE FP-Rh probe binding, fluorescence polarization; inhibition, % at 9.66 µM; Q9HAT2; 370,000 tested, 0.69% active;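 active means inhibition above a cutoff: mean of compounds within the control limits plus 3 SD of those, cut at about 17% in these data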;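 further: 0% = plate median of compound wells and 100% = probe without SIAE protein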
Target sequence (Q9HAT2 whole entry, looked up): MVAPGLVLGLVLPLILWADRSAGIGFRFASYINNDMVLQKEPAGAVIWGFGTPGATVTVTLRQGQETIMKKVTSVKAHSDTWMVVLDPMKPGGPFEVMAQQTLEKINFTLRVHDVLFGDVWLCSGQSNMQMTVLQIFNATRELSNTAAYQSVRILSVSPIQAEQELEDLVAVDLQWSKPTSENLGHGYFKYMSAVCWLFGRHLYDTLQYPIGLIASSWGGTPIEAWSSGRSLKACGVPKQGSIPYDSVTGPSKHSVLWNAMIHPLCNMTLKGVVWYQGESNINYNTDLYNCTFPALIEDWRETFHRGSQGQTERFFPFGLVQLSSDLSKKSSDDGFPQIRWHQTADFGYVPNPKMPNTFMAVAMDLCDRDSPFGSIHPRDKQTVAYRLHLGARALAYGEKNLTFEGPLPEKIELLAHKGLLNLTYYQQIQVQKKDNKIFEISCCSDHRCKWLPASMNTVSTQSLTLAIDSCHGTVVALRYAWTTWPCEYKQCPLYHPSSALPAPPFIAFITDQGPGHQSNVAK
NR1D1 modulator – modulators of human Rev-erb alpha DNA binding. P20393. Rev-erbα–FITC-DNA binding, fluorescence polarization, 90 min. activity, % at 10 µM. 370,000 tested, 0.79% active. AID 1259318;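 active means activity above about 14%, limit read from the data; passing the limit was not always enough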;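 further: 0% = DMSO wells with 35 nM protein and 100% = DMSO wells with 750 nM protein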
mABHD4 FP – inhibitors of mouse ABHD4; Q8VD66; inhibition, % at 8.92 µM; AID 720543; purified mABHD4, FP-Rh probe fluorescence polarization; 370,000 tested, 0.54% active;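 active means inhibition exceeding the mean over every tested compound plus 3 SD, cut at about 30% in these data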;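 further: 0% = plate median of compound wells and 100% = S159A mutant with DMSO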
Target sequence (Q8VD66 whole entry, looked up): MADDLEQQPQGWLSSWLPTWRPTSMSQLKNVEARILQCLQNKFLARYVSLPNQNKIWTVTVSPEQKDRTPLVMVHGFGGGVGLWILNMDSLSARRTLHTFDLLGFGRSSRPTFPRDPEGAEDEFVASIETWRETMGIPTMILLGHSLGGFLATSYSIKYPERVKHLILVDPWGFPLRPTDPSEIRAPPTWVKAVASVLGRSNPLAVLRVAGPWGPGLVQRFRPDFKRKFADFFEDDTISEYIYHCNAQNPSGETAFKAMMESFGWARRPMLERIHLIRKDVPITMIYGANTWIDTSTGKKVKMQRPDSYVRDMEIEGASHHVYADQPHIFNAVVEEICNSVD
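Doses – 8.92 µM, single dose · Material – wild-type mouse ABHD4 protein · Replication – single well per compound (singlicate) · Measure – percent inhibition of probe binding, normalized to plate controls · Schedule – 45 min compound pre-incubation plus 60 min probe step, 25 °C · Detection – fluorescence polarization with parallel and perpendicular emission, 525/598 nm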
rCAG RNA binder – molecules binding r(CAG) RNA repeats; r(CAG) RNA repeat, TO-PRO-1 dye displacement fluorescence; inhibition, % at 3 µM; AID 651821; 370,000 tested, 1.3% active;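 active means inhibition above the plate cutoff, the mean of all test compounds on that plate plus 3 SD, cut at about 35% in these data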;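 further: 0% = DMSO alone and 100% = 100 µM mitoxantrone as full dye displacement; higher means more dye released from RNA so lower well fluorescence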
PG9 Ab binder – binds the HIV-1 gp120 antibody PG9. TR-FRET gp120-PG9 antibody binding. inhibition, % at 6.7 µM. 360,000 tested, 0.43% active; in the data active means inhibition above about 8.5%
LEDGF integ inh – blocks HIV-1 LEDGF/p75-dependent DNA integration; TR-FRET IN-LEDGF/p75 DNA integration, Eu/Cy5; inhibition, % at 3.7 µM; 370,000 tested, 0.64% active; AID 743269;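 active means inhibition above the screen-wide mean plus 3 SD, cut at about 13% in these data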;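 further: signal is the Cy5 over europium emission ratio at 671 and 618 nm; 0% = plate median of compound wells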
TCR-CD3 inh – inhibitors of human TCR-CD3 interaction; inhibition, % at 9.4 µM; TAMRA-labeled TCR probe fluorescence, biochemical; AID 651800; 360,000 tested, 0.37% active; in the data active means inhibition above about 19%;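 further: recombinant mutant TCR 2C K166C tagged with TAMRA read by polarization; 0% = receptor in buffer alone and 100% = receptor with positive control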
HTRA1 inh – inhibitors of human serine peptidase HTRA1. recombinant HTRA1, FP-rhodamine activity-based probe, fluorescence polarization. inhibition, % at 5.96 µM. 340,000 tested, 0.5% active. AID 504803; in the data active means inhibition above about 36%;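 further: 0% = enzyme with DMSO and 100% = wells lacking enzyme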
Starred values were filed as active, the others as inactive; · = no result given; & = joins results of further samples. Some of the compounds tested; count on the stated rates, not on these rows.

SMILES	PRMT1 FP inh	TDP2 inh	SIAE primary	NR1D1 modulator	mABHD4 FP	rCAG RNA binder	PG9 Ab binder	LEDGF integ inh	TCR-CD3 inh	HTRA1 inh
CC(NC(=O)c1cc2c(=O)n(C)c3ccccc3c2n1C)c1ccc2c(c1)OCCO2 (configuration not stated)	-4	8	3	-1	5	1	1.3	1	1	3
C[C@H](CO)N1C[C@H](C)[C@H](CN(C)C(=O)Nc2ccccc2)OCc2cnnn2CCCC1=O	2	2	11	0	7	-1	-2.0	0	4	3
O=C(NCCCc1ccccn1)C1CCC(=O)N(Cc2cccc(F)c2)C1 (configuration not stated)	0	-5	-1	-5	3	-3	-1.6	2	8	7
CC(=O)c1ccc(S(=O)(=O)N2CCN(C(=O)C3CCCC3)CC2)cc1	13	-11	6	-1	-13	1	0.1	-1	-5	1
COc1ccc(C(=O)Nc2ccc(S(=O)(=O)Nc3ncccn3)cc2)cc1OC	3	-8	6	-5	-8	3	-1.6	7	-6	5
CCOC(=O)c1cccc(S(=O)(=O)N2CCOCC2)c1	-1	-2	-11	2	-1	-3	-0.4	-2	5	3
COc1ccc(OCC(=O)NC(=S)Nc2ccc(S(=O)(=O)Nc3cc(OC)nc(OC)n3)cc2)cc1	-3	-14	-4	-1	-2	52*	-2.7	4	-4	-8
CC(=O)N(CN1C(=O)c2ccc([N+](=O)[O-])cc2C1=O)c1ccc(F)cc1	-2	1	4	1	1	0	-2.5	2	3	0
COc1ccccc1CN1CC(C(=O)NCCCc2ccc(F)cc2)CCC1=O (configuration not stated)	3	-3	-1	0	5	-6	-1.6	-2	-2	-4
O=S(c1ccc2ccccc2c1)c1cnns1 (configuration not stated)	6	0	5	-7	-2	8	1.0	-1	3	3
NC(=O)c1cccc(-c2csc(C(O)c3cccc(Cl)c3)n2)c1 (configuration not stated)	3	2	8	5	-10	2	-0.5	1	3	·
O=C(O)c1cccc(S(=O)(=O)Nc2cccc(S(=O)(=O)Nc3ccc(Br)cc3)c2)c1	1	-9	-6	4	-7	31	-1.0	3	2	-7
CCOc1ccc2[nH]c3c(=O)n(CCc4ccc(OC)cc4)cnc3c2c1	-3	10	-1	3	-6	0	-0.6	2	5	-3
COc1ccc(C(=O)NC(=S)Nc2ccc(N3CCCC3)cc2)cc1	-2	-6	5	-5	2	0	-3.4	4	4	3
COc1ccc(CCNC(=O)CCCCC(=O)NCCc2ccc(OC)c(OC)c2)cc1OC	3	9	-4	0	-7	-9	-0.8	-1	-9	7

Overlap with the part before: 2 entries; new compounds follow.
SMILES	PRMT1 FP inh	TDP2 inh	SIAE primary	NR1D1 modulator	mABHD4 FP	rCAG RNA binder	PG9 Ab binder	LEDGF integ inh	TCR-CD3 inh	HTRA1 inh
COc1ccc(C(=O)NC(=S)Nc2ccc(N3CCCC3)cc2)cc1	-2	-6	5	-5	2	0	-3.4	4	4	3
COc1ccc(CCNC(=O)CCCCC(=O)NCCc2ccc(OC)c(OC)c2)cc1OC	3	9	-4	0	-7	-9	-0.8	-1	-9	7
COCCNC(=O)Cn1c(=O)n(CCCCCC(=O)Nc2ccccc2)c(=O)c2sccc21	-1	8	-3	1	2	0	0.6	-1	-4	-1
CN(C)c1cc(-c2ccc(C#N)cc2)oc(=O)c1Cl	-2	11	4	-2	1	0	-1.1	6	-7	·
COC(=O)c1cccc(Nc2ncnc3ccc(C)cc23)c1	2	-4	-2	-4	11	-2	1.2	-4	1	-34
O=C(O)[C@H](O)[C@@H](O)C(=O)O	8	-10	-4	0&0	8	1	0.2	1	-2	2
COc1ccccc1C(=O)NC1CCCCN(Cc2ccccc2C)C1=O (configuration not stated)	-1	2	8	-2	2	-2	·	4	·	·
COc1ccc(NS(=O)(=O)c2cccc(NC(=O)CCS(=O)(=O)c3ccccc3)c2)cc1	4	-6	-2	-2	-6	9	0.4	-4	-4	-7
O=C1CC(c2ccccc2)CC(=O)N1c1ccc(C(F)(F)F)cc1	-1	-2	10	1	-2	-1	1.7	-2	-1	9
CC1(C)Cc2nc(NC3CCCCC3)c(C#N)cc2CO1	2	-5	-10	9	6	-6	0.3	-3	-9	6
COc1ccccc1CCNS(=O)(=O)c1cc2c3c(c1)C(C)C(=O)N3CCC2 (configuration not stated)	-1	18	-1	3	-2	2	-3.0	-1	-6	1
COc1ccc(CN(CC(O)COCc2ccccc2)S(=O)(=O)c2ccccc2Br)cc1OC (configuration not stated)	-3	-4	-6	1	-13	2	-0.3	-1	-2	-33
CCCCc1noc2c1/C(=N\O)CC(c1ccccc1)C2 (configuration not stated)	0	6	2	-1	-6	-1	-2.2	-1	2	1
CCOc1ccc(N(CC(=O)NC2CC2)S(=O)(=O)c2ccc(C)cc2)cc1	1	6	-8	-2	-4	-6	-1.7	-1	2	4
CCCCCCCCN1C(=O)[C@@H](CC(=O)NCC23CC4CC(CC(C4)C2)C3)C[C@@]2(C(=O)OC)C1=C[C@H](C(C)C)O[C@@H]2C1CC1	-1	5	2	1	3	18	·	-1	·	·
N#Cc1c(Sc2ncc(C(F)(F)F)cc2Cl)nsc1C/C=N\OCc1ccccc1Br	2	-2	2	8	-4	18	0.2	0	-11	-16
COc1ccc(C2CC(C(F)(F)F)n3nc(C(=O)Nc4ccc5c(c4)OCO5)cc3N2)cc1 (configuration not stated)	1	1	2	0	-3	-3	-1.8	0	6	-13
COC(=O)C1=C(C)N(Cc2ccccc2C(F)(F)F)C(=NCc2ccc(C(F)(F)F)cc2)NC1CCc1ccccc1 (configuration not stated)	-2	-5	-1	9	17	2	-0.8	-4	-9	·
CCc1ccc(C(=O)NC(=S)Nc2ccc(N3CCOCC3)cc2)cc1	6	3	3	4	0	-1	-1.9	-3	-5	3
O=C1OCC(c2ccccc2)=C1c1ccccc1	3	-6	5	-1	4	7	-2.2	4	-2	-9
CC(C)(C)OC(=O)C[C@H]1C/C=C\C[C@@H](CC(=O)N[C@@H](CO)Cc2ccccc2)C(=O)N2CCC[C@H]2COC1=O	-1	-3	2	-2	2	-3	-0.8	-3	4	-3
O=C(N=Nc1c(O)[nH]c2ccc([N+](=O)[O-])cc12)c1cc(-c2ccccc2Cl)nc2ccccc12	1	13	9	-39	16	17	-2.5	-3	4	-1
COc1cc(C2C(C(=O)OC(C)C)=C(C)Nc3[nH]c(=O)[nH]c(=O)c32)ccc1O (configuration not stated)	0	5	4	-3	-3	4	-2.3	-1	2	-7
CCOC(=O)c1cnc2c(C)c(Cl)ccc2c1N1CCN(CC)CC1	3	-8	-5	2	1	-11	2.5	-2	-3	-1
CC(=O)N1N=C(c2ccccc2)CC1c1ccccc1 (configuration not stated)	6	-18	-3	-1	-13	-3	0.5	2	-3	12
CN(C)S(=O)(=O)c1cccc(NC(=S)N/N=C/c2ccc(O)c(O)c2O)c1	36*	4	35*	4	32*	59*	0.5	55*	51*	45*
O=C(NCc1ccco1)C(=O)NCC1OCCN1S(=O)(=O)c1ccc(F)cc1 (configuration not stated)	15	-8	-6	-5	-6	7	-0.6	6	-4	-2
CC(=O)c1cccc(S(=O)(=O)N2CCCC(c3nc4c(nnn4Cc4ccccc4Cl)c(=O)[nH]3)C2)c1 (configuration not stated)	-4	-19	-9	-4	-5	11	-2.1	4	-4	-31
O=C(CSc1nnc(-c2cccs2)o1)N1CCCc2ccccc21	1	-8	-5	1	-4	-4	-1.5	-1	4	-4
CC(=NN=C(C)c1ccc(O)cc1)c1ccc(O)cc1	-2	-1	6	-1	7	0	2.0	2	-9	-4
COc1cc(OC)cc(C(=O)NNC(=O)c2cc(S(=O)(=O)N3CCOCC3)ccc2F)c1	-1	-1	8	-5	-1	7	-0.8	-2	1	7
CCCn1c(SCC(=O)N2c3ccccc3Sc3ccccc32)nc2c1c(=O)n(C)c(=O)n2C	-3	-5	-1	4	5	-3	-2.4	3	4	5

With a hit mark in TCR-CD3 inh (from the list above):
| Compound | PRMT1 FP inh | TDP2 inh | SIAE primary | NR1D1 modulator | PG9 Ab binder | LEDGF integ inh | TCR-CD3 inh | HTRA1 inh |
| --- | --- | --- | --- | --- | --- | --- | --- | --- |
| CN(C)S(=O)(=O)c1cccc(NC(=S)N/N=C/c2ccc(O)c(O)c2O)c1 | 36* | 4 | 35* | 4 | 0.5 | 55* | 51* | 45* |

Carrying on:
SMILES	PRMT1 FP inh	TDP2 inh	SIAE primary	NR1D1 modulator	mABHD4 FP	rCAG RNA binder	PG9 Ab binder	LEDGF integ inh	TCR-CD3 inh	HTRA1 inh
CCOC(=O)C1CCN(CC(=O)N(CC(C)C)c2c(N)n(CC(C)C)c(=O)[nH]c2=O)CC1	0	13	3	-5	-1	-1	-0.2	1	1	-9
Cc1cc(/C=C2/SC(=O)NC2=O)c(C)n1-c1ccc(N2CCOCC2)cc1	-1	6	3	-6	8	10	-2.5	-1	2	-4
CCCCOc1ccc(C(=O)OCC(=O)Nc2cc(C)c(C)cc2[N+](=O)[O-])cc1	0	5	-4	-3	2	-1	-2.0	1	5	5
Cc1ccc(S(=O)(=O)Oc2ccc(/C=N/NC(=O)c3c(Cl)cnn3C)cc2)cc1	2	8	-5	-2	-2	-2	-1.1	-1	-6	-6
CC(C)C(NC(=O)OCc1ccccc1)C(=O)N1CCOCCOCCOCC1 (configuration not stated)	-3	6	-3	1	-3	-6	-2.6	0	0	10
Cc1cc(OCc2nc(-c3ccncc3)no2)cc(C)c1Cl	1	8	5	-3	0	0	-1.3	0	4	0
O=c1nc2n(c3cc(Cl)c(S(=O)(=O)N4CCOCC4)cc13)CCCCC2	-1	0	0	-6	-12	0	-0.4	-2	-2	2
CC(C)(C)NC(=O)C(c1ccc(-c2ccccc2)cc1)N(C[C@H]1CC[C@@H]([C@@H]2CC[C@H](CO)O2)O1)C(=O)c1ccc2ccccc2c1 (some centres not stated)	-3	-1	-3	-3	-17	7	-0.7	2	-4	-49
CCc1ccc(/C=C(\C#N)C(=O)NC2CCS(=O)(=O)C2)cc1 (configuration not stated)	-5	-4	10	-6	0	1	-1.6	1	-1	2
CSc1nsc(SC)c1C(=O)Nc1ccc(C)cc1	0	9	0	-2	-5	0	-0.8	2	-8	-4
CC1(C)CC(=O)C2=C(C1)N(c1ccc(F)cc1)C(=O)C2(NC(=O)c1ccccc1F)C(F)(F)F (configuration not stated)	-1	6	4	-4	2	-2	-0.4	-4	3	2
O=C(CCc1nnc2ccc(NCc3ccco3)nn12)N1CCN(c2ccccc2F)CC1	-1	2	5	-2	4	3	0.0	3	10	1
CCOc1cc(C(=O)OCC(=O)NC(C)c2ccccc2)ccc1OCC(=O)N1CCOCC1 (configuration not stated)	4	6	14	7	4	-8	-0.4	-6	-7	2
COc1ccc(Nc2nc(OC)nc(OC)n2)cc1	-1	2	0	7	-4	-1	0.8	2	1	4
N#CCSCC(=O)Nc1ccc(Br)cc1	-1	-11	-11	-2	3	0	-0.7	-2	10	0
CCC(C)(NC(=O)CNC(C)=O)C(=O)NC1CCCCC1 (configuration not stated)	0	5	1	-1	5	-1	0.4	-1	-6	2
COc1ccc(-c2ccc(-c3noc(-c4ccccc4F)n3)c(OC)n2)cc1	-2	-5	-3	38*	2	1	-1.9	-2	4	-2
